MEP2-GFP yeast: alters MEP2-GFP fluorescence in TOR pathway yeast screen; S. cerevisiae MEP2-GFP strain, flow cytometry GFP, 3 h; 100% = DMSO control level; GFP response vs DMSO, % at 10 µM; hit rate 0.51% among 330,000;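 active means GFP response versus DMSO above a set limit, roughly screen mean plus 3 SD, cut at about 180% in these data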;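 further: median GFP fluorescence of the barcode-gated MEP2-GFP cells per well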
VLA-4 inh: inhibition in a human VLA-4 binding assay. VLA-4 expressing cells, ligand binding flow cytometry. inhibition, % (about 7 µM as worked out from the volumes in the protocol). hit rate 0.2% among 330,000; in the data active means inhibition above about 50%
CIT2-GFP yeast: modulators of TOR pathway CIT2-GFP in S. cerevisiae | S. cerevisiae CIT2-GFP strain, flow cytometry, 3 h; 100 means same as DMSO wells | GFP response vs DMSO, % at 10 µM | hit rate 0.065% among 320,000 | AID 2029;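 active means GFP response relative to DMSO above a set limit, near the screen mean plus 3 SD, cut at about 150% in these data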;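 further: ratio of well median GFP fluorescence to mean of DMSO wells on the plate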
GASC-1 inh: inhibitors of human GASC-1 (JMJD2C) demethylase; Q9H3R0; GST-JMJD2C(1-420) H3K9me3 demethylation, DELFIA europium; inhibition, % at 2.35 µM; hit rate 0.069% among 330,000;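 active means more than half of a compound's replicate wells show inhibition beyond 50%, single wells judged on their own value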;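 further: signal counts dimethyl H3K9 product captured on neutravidin plate; 0% = median of DMSO wells and 100% = 0.3 times that DMSO median; strong numbers were not always called active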
Target sequence (Q9H3R0 1-420 limits assumed): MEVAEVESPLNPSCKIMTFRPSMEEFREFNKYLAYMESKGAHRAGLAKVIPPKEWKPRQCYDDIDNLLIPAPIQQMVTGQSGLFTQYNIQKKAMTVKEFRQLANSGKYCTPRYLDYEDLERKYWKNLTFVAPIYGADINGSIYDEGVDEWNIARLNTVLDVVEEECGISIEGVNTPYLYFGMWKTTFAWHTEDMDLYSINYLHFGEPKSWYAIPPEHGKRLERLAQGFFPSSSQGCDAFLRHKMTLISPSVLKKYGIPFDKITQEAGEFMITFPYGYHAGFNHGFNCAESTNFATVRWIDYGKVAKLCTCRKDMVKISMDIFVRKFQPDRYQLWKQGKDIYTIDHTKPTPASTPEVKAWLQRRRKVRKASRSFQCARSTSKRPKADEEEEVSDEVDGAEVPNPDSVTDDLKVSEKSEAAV
AGP1-GFP MLPCN: modulators of TOR pathway AGP1-GFP in S. cerevisiae | GFP response vs DMSO, % at 10 µM | S. cerevisiae AGP1-GFP multiplex flow cytometry, 3 h; GFP as percent of DMSO wells | hit rate 0.02% among 320,000;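 active means GFP response relative to DMSO above a set limit, near screen average plus 3 SD, cut at about 150% in these data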;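 further: median GFP channel fluorescence of the gated AGP1 strain per well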
LAP4-GFP MLPCN: alters LAP4-GFP fluorescence in TOR pathway yeast screen | S. cerevisiae LAP4-GFP multiplex, flow cytometry GFP, 3 h; median GFP as percent of DMSO wells | GFP response vs DMSO, % at 10 µM | hit rate 0.34% among 320,000;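 active means GFP response vs DMSO above a set limit, about the screen mean plus 3 SD, cut at about 150% in these data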
GRK2 aptamer HTS: inhibitors of human GRK2 displacing RNA aptamer | P25098 | bead flow cytometry, FAM-aptamer displacement from GRK2 | inhibition of aptamer binding, % at 10 µM | hit rate 0.59% among 330,000 | AID 488847;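 active means inhibition of aptamer binding above 40%, roughly 3 SD of noise, on plates passing a quality check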;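 further: median bead fluorescence of bound FAM aptamer so fluorescent compounds give negative values; no value below 0 was filed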
Target sequence (P25098 whole entry, looked up): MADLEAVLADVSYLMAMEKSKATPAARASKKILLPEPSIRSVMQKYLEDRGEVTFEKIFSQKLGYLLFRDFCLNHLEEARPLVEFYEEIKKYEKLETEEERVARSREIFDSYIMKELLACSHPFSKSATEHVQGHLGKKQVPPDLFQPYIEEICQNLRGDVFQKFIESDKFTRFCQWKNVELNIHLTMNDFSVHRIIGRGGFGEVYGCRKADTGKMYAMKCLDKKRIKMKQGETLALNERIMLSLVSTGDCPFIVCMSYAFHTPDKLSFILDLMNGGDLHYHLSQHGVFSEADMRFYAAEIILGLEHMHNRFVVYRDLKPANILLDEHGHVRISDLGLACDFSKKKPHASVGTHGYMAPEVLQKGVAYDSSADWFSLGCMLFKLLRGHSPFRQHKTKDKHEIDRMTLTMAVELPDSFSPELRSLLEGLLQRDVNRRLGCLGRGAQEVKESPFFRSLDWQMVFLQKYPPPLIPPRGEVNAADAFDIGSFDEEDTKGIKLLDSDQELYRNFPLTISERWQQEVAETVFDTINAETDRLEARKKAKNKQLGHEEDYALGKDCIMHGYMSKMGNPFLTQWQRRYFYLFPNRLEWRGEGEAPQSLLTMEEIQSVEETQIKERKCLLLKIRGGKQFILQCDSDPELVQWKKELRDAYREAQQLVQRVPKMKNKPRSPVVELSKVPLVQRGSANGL
RPL19A-GFP yeast: modulators of TOR pathway RPL19A-GFP in S. cerevisiae. percent response vs DMSO, % at 10 µM. S. cerevisiae RPL19A-GFP strain, flow cytometry, 3 h; stronger effect = lower value. hit rate 0.3% among 330,000;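 active means percent response vs DMSO below 50%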;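 further: median channel GFP fluorescence of the barcoded RPL19A-GFP strain; ratio of sample median GFP to plate DMSO average so 100% = DMSO; lower means less RPL19A-GFP as with rapamycin TOR inhibition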
* hit, by the source's call; / = not tested or not shown; & = joins results of further samples.

MEP2-GFP yeast,VLA-4 inh,CIT2-GFP yeast,canonical_smiles,GASC-1 inh,AGP1-GFP MLPCN,LAP4-GFP MLPCN,GRK2 aptamer HTS,RPL19A-GFP yeast
107,-11,103,COc1ccc(Br)cc1CNC(C)c1ccccc1 (stereo not drawn),1,106,98,0,106
99,17,101,COc1ccccc1-n1cnnc1SCC(=O)Nc1cc(C)on1,-1,100,91,4,106
102,16,98,Cc1nc2ccc(C(=O)O)cc2nc1C,1,92,89,6,99
102,3,103,CC12CCC(=O)N1C(C(=O)OCC(=O)Nc1ccc(S(N)(=O)=O)cc1)CS2 (stereo not drawn),-7,101,103,4,99
82,2,83,c1ccc(-c2cn(CC3CCCCC3)nn2)cc1,-3,90,85,0,95
104,5,104,CCOc1cc(N2CCOCC2)c(OCC)cc1NC(=O)COC(=O)CCc1c[nH]c2ccccc12,-3&5,105,107,2,98
107,14,110,COc1ccc(CNC(=O)CN2C(=O)CSc3ccc(S(=O)(=O)N4CCOCC4)cc32)cc1,4,111,104,2,112
108,11,108,CC1=C(C(=O)OC(C)C)C(c2ccco2)NC(=O)N1 (stereo not drawn),-7,108,103,0,104
102,-14,102,Fc1ccccc1N1CCN(c2nc3ccccc3n3nnnc23)CC1,5,100,110,4,95
90,3,102,O=C(N/N=C/c1oc(O)c2ccccc12)c1ccccc1O,4,91,78,0,96
111,14,101,NC(=O)c1ccc(NC(=O)CN2CCN(S(=O)(=O)c3ccc4ccccc4c3)CC2)cc1,25,107,105,2,104
96,6,93,CCCCn1c(SCC(=O)c2ccc(O)cc2O)nc2cc(S(N)(=O)=O)ccc21,6,91,89,4,93
101,5,102,NC(=O)c1ccc(NC(=O)COC(=O)c2ccc([N+](=O)[O-])cc2)cc1,4,103,107,1,97
103,21,106,O=C(Nc1ccc(Cl)cn1)c1cccc(S(=O)(=O)N2CCCC2)c1,-4,101,105,4,106
104,7,91,NC(=O)C1CCCN(C(=O)c2ccc(S(=O)(=O)N3CCCCCC3)cc2)C1 (stereo not drawn),/,107,106,0,100
86,1,101,COC(=O)c1cn(NC(=O)c2ccc(OC)c(OC)c2)c(=O)c2ccccc12,-14,101,96,0,100
82,2,88,O=C(NCCCn1ccnc1)c1nn2c(C(F)(F)F)cc(-c3ccc(Br)cc3)nc2c1Cl,4,100,78,0,102
101,-2,97,COc1ccc(CCNC(=O)C2CCCN2S(=O)(=O)c2ccc(F)cc2)cc1OC (stereo not drawn),2,100,99,4,105
105,3,108,Cc1cccc(C)c1NC(=O)N1CCC(N2CCCCC2)CC1,3,106,103,0,104
107,-5,107,CC(OC(=O)CCCc1c[nH]c2ccccc12)C(=O)Nc1ccc(S(N)(=O)=O)cc1 (stereo not drawn),32,106,107,1,104
91,9,86,O=C(CN1C(=O)NC(Cc2c[nH]c3ccccc23)C1=O)Nc1cccc(S(=O)(=O)N2CCOCC2)c1 (stereo not drawn),-6,95,92,0,94
74,2,97,O=C(O)CCCN=C1NC2(CCCC2)Cc2ccccc21,-4,/,81,1,87
93,-6,104,Cn1c(=O)c2c(nc(Sc3ncnn3CC(=O)N3CCOCC3)n2C)n(C)c1=O,-8,98,94,1,97
104,1,101,O=C(O)CN1CCN(Cc2ccccc2Cl)C1=O,-1,104,107,0,102
93,0,86,Cc1ccc2cc(CN(CCN(C)C)C(=S)Nc3ccccc3)c(=O)[nH]c2c1C,2,88,87,0,94
105,15,109,Cc1cnc(NC(=O)C2C(=O)c3ccccc3S(=O)(=O)N2C)s1 (stereo not drawn),/,106,98,8,107
98,0,100,COc1ccc2oc(=N)c(C(=O)Nc3ccc(Cl)cc3)cc2c1,9,95,103,/,99
96,31,94,COc1ccc(CNC(=O)CC2C[C@H](C(=O)N(C(C)C)C(C)C)[C@@]3(C)c4[nH]c5ccccc5c4CCN3C2=O)cc1OC (stereo partly drawn),2,95,100,1,101
91,3,91,Cc1ccc2nc(Cl)nc(-c3ccccc3)c2c1,-13,78,119,3,101
103,-6,102,CCOc1ccccc1N(CC(=O)NCCc1ccccc1)C(=O)CCC(=O)Nc1ccccn1,-14,98,97,2,105
96,5,95,COc1ccc(NC(=O)c2ccc(NS(=O)(=O)c3c(C)noc3C)cc2)cc1OC,8,98,104,8,104
100,4,96,O=C(Nc1ccccc1OC(F)F)C1CC(=O)N(Cc2ccccc2)C1 (stereo not drawn),-1,104,103,0,97

Part of the list above, with values under each structure:
The line under a structure holds: MEP2-GFP yeast	VLA-4 inh	CIT2-GFP yeast	GASC-1 inh	AGP1-GFP MLPCN	LAP4-GFP MLPCN	GRK2 aptamer HTS	RPL19A-GFP yeast
> NC(=O)C1CCCN(C(=O)c2ccc(S(=O)(=O)N3CCCCCC3)cc2)C1 (stereo not drawn)
→ 104	7	91	/	107	106	0	100
> COC(=O)c1cn(NC(=O)c2ccc(OC)c(OC)c2)c(=O)c2ccccc12
→ 86	1	101	-14	101	96	0	100
> O=C(NCCCn1ccnc1)c1nn2c(C(F)(F)F)cc(-c3ccc(Br)cc3)nc2c1Cl
→ 82	2	88	4	100	78	0	102
> COc1ccc(CCNC(=O)C2CCCN2S(=O)(=O)c2ccc(F)cc2)cc1OC (stereo not drawn)
→ 101	-2	97	2	100	99	4	105
> Cc1cccc(C)c1NC(=O)N1CCC(N2CCCCC2)CC1
→ 105	3	108	3	106	103	0	104
> CC(OC(=O)CCCc1c[nH]c2ccccc12)C(=O)Nc1ccc(S(N)(=O)=O)cc1 (stereo not drawn)
→ 107	-5	107	32	106	107	1	104
> O=C(CN1C(=O)NC(Cc2c[nH]c3ccccc23)C1=O)Nc1cccc(S(=O)(=O)N2CCOCC2)c1 (stereo not drawn)
→ 91	9	86	-6	95	92	0	94
> O=C(O)CCCN=C1NC2(CCCC2)Cc2ccccc21
→ 74	2	97	-4	/	81	1	87
> Cn1c(=O)c2c(nc(Sc3ncnn3CC(=O)N3CCOCC3)n2C)n(C)c1=O
→ 93	-6	104	-8	98	94	1	97
> O=C(O)CN1CCN(Cc2ccccc2Cl)C1=O
→ 104	1	101	-1	104	107	0	102
> Cc1ccc2cc(CN(CCN(C)C)C(=S)Nc3ccccc3)c(=O)[nH]c2c1C
→ 93	0	86	2	88	87	0	94
> Cc1cnc(NC(=O)C2C(=O)c3ccccc3S(=O)(=O)N2C)s1 (stereo not drawn)
→ 105	15	109	/	106	98	8	107
> COc1ccc2oc(=N)c(C(=O)Nc3ccc(Cl)cc3)cc2c1
→ 98	0	100	9	95	103	/	99
> COc1ccc(CNC(=O)CC2C[C@H](C(=O)N(C(C)C)C(C)C)[C@@]3(C)c4[nH]c5ccccc5c4CCN3C2=O)cc1OC (stereo partly drawn)
→ 96	31	94	2	95	100	1	101
> Cc1ccc2nc(Cl)nc(-c3ccccc3)c2c1
→ 91	3	91	-13	78	119	3	101

Further entries.
MEP2-GFP yeast,VLA-4 inh,CIT2-GFP yeast,canonical_smiles,GASC-1 inh,AGP1-GFP MLPCN,LAP4-GFP MLPCN,GRK2 aptamer HTS,RPL19A-GFP yeast
104,-4,105,CC(=O)c1c(C)[nH]c(C(=O)OCc2ccc([N+](=O)[O-])cc2)c1C,1,109,115,5,105
100,37,99,O=C(Cn1nnc(-c2ccccc2)n1)NCc1cccs1,3,98,100,0,96
120,40,102,O=C(NCCN1CCN(c2ccccc2)CC1)c1cccc(Br)c1,-4,104,106,0,94
101,-5,110,COCCn1c(C)cc(C(=O)CN2C(=O)NC3(CCCCCCC3)C2=O)c1C,-10,106,105,3,102
106,4,103,O=C(NCCCn1ccnc1)c1cc(Cl)cc(Cl)c1,-14,102,103,0,101
93,0,89,CC1=C(C(=O)Nc2ccccc2)C(c2cccs2)NC(=O)N1 (stereo not drawn),7,100,114,2,100
106,1,99,Cc1ccc(S(=O)(=O)N2CCCC2C(=O)NCc2ccccc2Cl)cc1 (stereo not drawn),2,95,94,2,104
105,-10,97,O=C(Nc1ccccc1C(=O)NCc1ccco1)Nc1cccc2ccccc12,1,103,95,2,104
110,25,105,Fc1ccc(Nc2ccnc(Nc3ccc(F)cc3)n2)cc1,1,105,100,0,106
97,8,98,CC(O)Cc1nsc(NC(=O)c2ccc(Br)o2)n1 (stereo not drawn),26,97,97,1,98
98,-1,102,COc1ccc(OCCCC(=O)Nc2nncs2)cc1,4,104,108,2,105
92,-1,101,COc1ccc(C)cc1NC(=O)NNC(=O)C1CCC(C(C)(C)C)CC1 (stereo not drawn),-9,96,93,0,95
106,15,105,COc1ccc(-c2nc3cc(NC(=S)NC(=O)Cc4ccccc4)ccc3o2)cc1,-6,104,102,0,107
113,14,107,COc1cc(C(=O)N2CCSCC2)ccc1OC1CCN(C(C)=O)CC1,-1,107,107,0,106
91,-22,99,CCC(=O)Nc1ccc(NC(=O)Cc2ccccc2)cn1,34,97,91,1,96
95,-7,104,CCOC(=O)N1CCC(N2Cc3cccc(C(=O)Nc4ccc(N(CC)CC)cc4C)c3C2=O)CC1,9,102,95,1,97

At a glance, two of the compounds above:
MEP2-GFP yeast,VLA-4 inh,CIT2-GFP yeast,canonical_smiles,GASC-1 inh,AGP1-GFP MLPCN,LAP4-GFP MLPCN,GRK2 aptamer HTS,RPL19A-GFP yeast
110,25,105,Fc1ccc(Nc2ccnc(Nc3ccc(F)cc3)n2)cc1,1,105,100,0,106
97,8,98,CC(O)Cc1nsc(NC(=O)c2ccc(Br)o2)n1 (stereo not drawn),26,97,97,1,98

Next part
MEP2-GFP yeast,VLA-4 inh,CIT2-GFP yeast,canonical_smiles,GASC-1 inh,AGP1-GFP MLPCN,LAP4-GFP MLPCN,GRK2 aptamer HTS,RPL19A-GFP yeast
109,-8,111,COc1ccc(CN(CC2CCC(C(=O)O)CC2)C(=S)Nc2cc(Cl)ccc2OC)cc1 (stereo not drawn),-4,112,111,0,108
96,6,88,O=C(CSc1n[nH]c(-c2cc(Cl)ccc2Cl)n1)NCCN1C(=O)CSC1=O,-4,99,107,2,95
108,-10,98,CCOC(=O)c1ccc(Nc2nc(C)cc(C)n2)cc1,3,99,100,0,106
95,21,99,COc1ccc(C(CNC(=O)c2ccc(OC)c(S(=O)(=O)N3CCCC3)c2)N2CCCC2)cc1 (stereo not drawn),/,102,96,0,97
101,-5,103,Cc1ccc(S(=O)(=O)n2c(C)nc3cc(C)ccc32)cc1,4,93,86,/,104
102,15,100,NC1=NC(=O)C(Cc2ccc(Br)cc2)S1 (stereo not drawn),27,102,95,2,98
103,10,109,COc1cc([N+](=O)[O-])ccc1NC(=O)CN1CCCC1,6,113,106,2,101
103,16,100,Cc1ccc(S(=O)(=O)N2CCN(CCNC(=O)C(=O)NCc3ccccc3)CC2)cc1,13,103,94,0,100
111,-5,103,CC(=O)c1cccc(NC=C2C(=O)OC3(CCCCC3)OC2=O)c1,3,99,110,3,106
104,1,105,C=CCn1c(SCc2csc(C)n2)nc2sc3c(c2c1=O)CCCCC3,-8,107,103,0,110
108,-1,97,CCN(CC)S(=O)(=O)c1ccc(C(=O)NCCOC(=O)c2ccc(F)cc2F)cc1,-7,86,99,3,90
87,-2,89,O=C(c1ccco1)N1CCN(c2ncnc3sc4c(c23)CCC4)CC1,-2,/,82,2,93
91&103,-17&10,89&98,COC(=O)c1ccc(NC(=O)CCN2CCCCC2)cc1,4&-11,84&105,87&105,0&0,87&106
99,5,91,CN(C(=O)CSc1nc2ccccc2[nH]1)C1CCS(=O)(=O)C1 (stereo not drawn),/,96,104,0,97
97,5,94,COc1ccc(C(=O)OCC(=O)c2ccc(CNC(C)=O)s2)cc1,-4,103,91,2,99
90,20,96,O=C(NNC(=O)c1ccncc1)Nc1cccc([N+](=O)[O-])c1,2,92,96,0,93
102,13,104,Cc1ccc(C(=O)C2=C(O)C(=O)N(Cc3ccco3)C2c2cccc(Cl)c2)o1 (stereo not drawn),54,100,99,2,103
95,14,85,N#CCSC1=Nc2ccccc2C2=NC(CCC(=O)N3CCN(c4ccccc4)CC3)C(=O)N12 (stereo not drawn),4,100,101,1,100

Screening data: PubChem BioAssay, several laboratories
